Bcl-XL Bim block: disrupts Bim peptide binding to human Bcl-XL. Q07817. bead flow cytometry, fluorescence. inhibition, % at 10 µM. 190,000 tested, 0.04% active. AID 1007
Target sequence (Q07817 whole entry, looked up): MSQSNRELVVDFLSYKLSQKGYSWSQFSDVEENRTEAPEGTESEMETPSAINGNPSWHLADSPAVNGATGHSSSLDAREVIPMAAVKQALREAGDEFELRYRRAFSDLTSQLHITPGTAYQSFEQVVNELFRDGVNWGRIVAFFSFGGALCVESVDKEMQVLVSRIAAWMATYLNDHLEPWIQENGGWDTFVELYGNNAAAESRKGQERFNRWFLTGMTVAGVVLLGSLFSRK
RGS8-Gao reg: modulates binding of RGS8 to human Galphao | multiplexed bead flow cytometry; actives lie on both sides | 220,000 tested, 0.34% active | response (percent of control binding), % at 10 µM | P09471 | AID 1423; in the data active = response below about 60% or above about 140%; inactive = in between;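 note: Galphao activated as the GDP aluminium fluoride complex binding bead-coupled RGS8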
Target sequence (P09471 whole entry, looked up): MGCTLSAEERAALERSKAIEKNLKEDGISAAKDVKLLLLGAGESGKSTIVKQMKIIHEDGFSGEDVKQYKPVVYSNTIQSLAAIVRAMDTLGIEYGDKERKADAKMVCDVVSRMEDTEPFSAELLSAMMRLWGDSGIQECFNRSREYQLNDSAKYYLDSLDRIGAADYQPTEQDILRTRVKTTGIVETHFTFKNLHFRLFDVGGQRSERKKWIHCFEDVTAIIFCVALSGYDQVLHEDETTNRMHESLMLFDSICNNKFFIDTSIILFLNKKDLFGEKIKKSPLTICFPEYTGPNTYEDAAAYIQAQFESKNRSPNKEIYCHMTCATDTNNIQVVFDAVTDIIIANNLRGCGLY
ABCB1 block: blocks JC-1 efflux by human ABCB1 transporter. inhibition, % at 6.6 µM. 190,000 tested, 0.067% active. AID 1326. CCRF-Adr cells, flow cytometry; in the data active = inhibition above about 40%;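 note: 0% = vehicle and 100% = reference inhibitor; higher value means more JC-1 retained so stronger ABCB1 efflux block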
Bcl-B Bim block: human Bim-Bcl-B interaction inhibition | 190,000 tested, 0.073% active | inhibition, % at 10 µM | Q9HD36 | bead-based flow cytometry, Bim peptide-Bcl-B binding;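 note: 0% = tracer peptide without compound and 100% = reference inhibitor peptide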
ABCG2 inh: inhibitors of human ABCG2 transporter, ABCB1 counter-screen | Q9UNQ0 | IgMXP3 cells, JC-1 efflux, flow cytometry | inhibition, % at 6.6 µM | 190,000 tested, 0.1% active;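 active = inhibition above 80%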;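 note: 0% = DMSO and 100% = nicardipine control wells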
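Test system: ABCG2 IgMXP3 and barcoded ABCB1 CCRF-Adr cell mix; Schedule: cells with compound and JC-1, 10 min at 25 °C, rotating, no wash; Technique: flow cytometry of retained JC-1 fluorescence; Measure: % inhibition of efflux relative to nicardipine and DMSO; Controls: nicardipine high and DMSO low controls.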
Bcl-W Bim block: inhibitors of Bim-Bcl-W interaction, human. Q92843. bead-based flow cytometry, Bim peptide-Bcl-W binding. inhibition, % at 10 µM. 190,000 tested, 0.02% active. AID 952;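 note: 0% = bound tracer without compound and 100% = peptide blocker; higher means less fluorescent Bim peptide bound to Bcl-W beads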
Bfl-1 Bim block: inhibitors of Bim-Bfl-1 interaction, human; Q16548; Bead-based flow cytometry, Bim-Bfl-1 binding inhibition; inhibition, % at 10 µM; 190,000 tested, 0.12% active;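 note: 0% = wells without compound plus tracer and 100% = blocker peptide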
Bcl-2 Bim block: inhibitors of Bim-Bcl-2 interaction, human | Bead-based flow cytometry, Bim peptide-Bcl-2 binding | inhibition, % at 10 µM | 190,000 tested, 0.06% active | AID 950 | P10415; in the data active = inhibition above about 40%; inconclusive = no clear call, values can overlap the other calls;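 note: 0% = no compound wells with probe peptide and 100% = reference peptide inhibitor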
Mcl-1 Bim block: inhibitors of Bim-Mcl-1 interaction, human; 190,000 tested, 0.1% active; Bead-based flow cytometry, Bim peptide-Mcl-1 binding; inhibition, % at 10 µM;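 note: 0% = no compound tracer wells and 100% = peptide blocker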
Target sequence (Q07820 whole entry, looked up): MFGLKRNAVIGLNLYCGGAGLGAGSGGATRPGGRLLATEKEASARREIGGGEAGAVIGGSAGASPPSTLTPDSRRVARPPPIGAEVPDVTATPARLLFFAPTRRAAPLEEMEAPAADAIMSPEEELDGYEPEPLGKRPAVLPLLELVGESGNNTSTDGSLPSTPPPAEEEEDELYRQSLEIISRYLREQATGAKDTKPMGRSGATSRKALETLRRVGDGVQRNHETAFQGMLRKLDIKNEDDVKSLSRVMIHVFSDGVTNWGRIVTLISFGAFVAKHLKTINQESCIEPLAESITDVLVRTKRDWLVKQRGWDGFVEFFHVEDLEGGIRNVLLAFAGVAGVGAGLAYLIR
RGS7-Gao: modulates binding of RGS7 to human Galphao | binding response (% of control), % at 10 µM | Multiplexed bead flow cytometry; actives lie on both sides | 220,000 tested, 0.35% active | P09471 | AID 1439; in the data active = binding response below about 49% or above about 150%; inconclusive = no clear call, values can overlap the other calls; inactive = in between;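 note: fluorescent Galphao held in activated GDP-AlF4 state binding bead-coupled RGS7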
RGS4-Gao reg: modulates binding of RGS4 to human Galphao; Multiplexed bead flow cytometry; actives lie on both sides; AID 1415; 220,000 tested, 0.33% active; binding response (% of control), % at 10 µM; P09471; in the data active = binding response below about 49% or above about 150%; inactive = in between;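 note: fluorescent Galphao activated with aluminum fluoride binding bead-coupled RGS4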
An asterisk follows results filed as active; ? = inconclusive; [ ] = dose if it differs, or a comment. Cut-off read from the data, not from the text of the source, unless noted: active = inhibition above about 40%.

Sample of the layout:
SMILES	Bcl-XL Bim block	RGS8-Gao reg	ABCB1 block	Bcl-B Bim block	ABCG2 inh	Bcl-W Bim block	Bfl-1 Bim block	Bcl-2 Bim block	Mcl-1 Bim block	RGS7-Gao	RGS4-Gao reg
CCN(CC(=O)Nc1ccc2c(c1)CCC2)Cc1nc2ccccc2c(=O)[nH]1	-9	109	2.5	-12	50	-3	-16	-11	-4	106	107
CCOC(=O)c1cnc(SCc2cccc3ccccc23)nc1N	-3	105	0.5	-1	3	0	0	-1	0	100	104
C=CCn1c(-c2ccc(N)cc2)nc2ccccc21	-3	101	-1.1	-3	-1	0	-11	-8	0	103	100

The whole of this part, previewed entries included:
SMILES	Bcl-XL Bim block	RGS8-Gao reg	ABCB1 block	Bcl-B Bim block	ABCG2 inh	Bcl-W Bim block	Bfl-1 Bim block	Bcl-2 Bim block	Mcl-1 Bim block	RGS7-Gao	RGS4-Gao reg
CCN(CC(=O)Nc1ccc2c(c1)CCC2)Cc1nc2ccccc2c(=O)[nH]1	-9	109	2.5	-12	50	-3	-16	-11	-4	106	107
CCOC(=O)c1cnc(SCc2cccc3ccccc23)nc1N	-3	105	0.5	-1	3	0	0	-1	0	100	104
C=CCn1c(-c2ccc(N)cc2)nc2ccccc21	-3	101	-1.1	-3	-1	0	-11	-8	0	103	100
CC(=O)N1CCN(c2ccc(Nc3ncnc4c3oc3ccccc34)cc2)CC1	2	102	0.8	10	0	8	-3	-3	2	100	101
C/C(=N/NC(=O)C1CC1(c1ccccc1)c1ccccc1)c1cccs1 (stereo not drawn)	-4	101	1.4	-4	10	-3	-2	-3	-6	96	95
COCCn1nnnc1SCC(=O)N1CCCCC1	-6	102	0.7	-3	3	0	-10	-10	-2	98	104
O=C(O)c1cc(-c2cccs2)nn1-c1cccc(Cl)c1	0	98	0.4	2	-5	6	2	11	6	?	95
COc1ccccc1C(=O)O/N=C(/c1ccncc1)c1ccc([N+](=O)[O-])cc1	0	101	0.8	1	8	0	-2	-1	1	98	99
COc1ccccc1NC(=O)c1cccc(S(=O)(=O)N2CCOCC2)c1	-5	94	1.1	-4	8	-2	-2	-1	-4	97	100
CCn1nc(C(=O)NNC(=O)COc2ccccc2C)c2ccccc2c1=O	18	101	-0.1	12	16	11	17	17	15	101	102
CCc1ccc2[nH]c(=O)c(C(c3nnnn3CCOC)N3CCN(c4ccccc4F)CC3)cc2c1 (stereo not drawn)	-2	102	0.4	-8	1	1	-13	-5	0	100	102
c1cncc(CSc2ccc(-c3cccnc3)nn2)c1	0	101	0.2	5	1	0	-1	0	0	101	99
CN(C)c1ccc(/C=C/c2ccncc2)cc1	0	106	-0.1	-10	0	0	-9	-9	-1	106	100
CCS(CC)=NS(=O)(=O)c1ccc(NC(C)=O)cc1	7	104	0.6	8	14	20	-6	-15	-2	102	103
O=C(NCc1ccc2c(c1)OCO2)c1ccccn1	-6	100	-0.7	-9	-8	-4	-20	-16	-4	99	99
Nc1nc(N2CCOCC2)nc(N(c2ccccc2)c2ccccc2)n1	-3	102	0.0	-4	0	0	-14	-10	1	98	101
COC(=O)CSc1ncc(OC)c(OC)n1	0	100	0.9	-2	6	-1	-4	2	1	99	99
O=C1C2C3C=CC(O3)C2C(=O)N1CC(O)c1ccccc1 (stereo not drawn)	-1	120	2.6	-3	-9	0	-2	-4	-5	109	114
COC(=O)C1=C(C)N(CC(C)C)C(=O)/C1=C\c1cccs1	-2	101	0.7	-7	42	2	-13	-5	0	103	102
CN=C(Nc1ccc(C(=O)OC)s1)c1ccc(Cl)cc1	-2	103	-1.2	-4	3	0	-6	0	0	109	110
CC1=C(C#N)CCC(=O)N1Cc1c(C)cc(C)cc1C	-10	102	1.5	-9	5	-2	-10	-8	-4	89	84
Cc1c(NC(=O)C(C)N2C(=O)C3C4C=CC(C4)C3C2=O)c(=O)n(-c2ccccc2)n1C (stereo not drawn)	-4	102	0.4	-5	0	0	-10	-8	0	102	100
CCN1/C(=C(\O)c2ccccc2)C(=O)c2ccccc2S1(=O)=O	-13	98	0.5	-5	-6	-4	-4	-2	-5	99	98
C1=C(C(c2nnnn2C2CCCCC2)N2CCCCC2)COc2ccccc21 (stereo not drawn)	-4	95	0.1	-4	1	-1	-5	-1	-2	102	94
CCOc1ccc(CCNC(=O)COc2cc(=O)n(C)c3ccccc23)cc1OCC	-2	97	1.2	0	14	-2	1	3	-3	102	100
CCn1c(CN2CCN(c3cccc(C)c3C)CC2)n[nH]c1=S	-1	102	-2.2	-17	-7	-2	3	0	-5	102	99
C/C(CC(=O)NC(C)(C)C)=N\NC(=O)c1ccccc1N	0	103	-0.7	-4	-1	-1	-10	0	0	108	106
Cc1cc(C)c(CN2CCC(CO)(CCOc3ccccc3)CC2)cc1C	-6	99	-0.1	-7	0	-4	-5	0	-1	102	102
COCCNCC(=O)NC12CC3CC(CC(C3)C1)C2	-3	97	0.5	-1	2	3	-6	-4	-2	102	98
COC(=O)c1ccc(NS(=O)(=O)c2ccc(Cl)cc2)o1	-2	97	-0.5	0	-2	0	-4	0	2	95	95
CCC(C)(C)n1nnnc1C(c1cc2ccc(OC)cc2[nH]c1=O)N1CCc2ccccc2C1 (stereo not drawn)	-3	100	5.0	-6	19	2	-17	-8	-3	99	101
COCCCNC(=O)C(Cc1ccccc1)NS(=O)(=O)c1ccc2c(c1)c(=O)n(C)c(=O)n2C (stereo not drawn)	-10	97	0.3	-2	0	-6	-6	-1	-2	99	98
COc1ccc(OC)c(CNC(=O)CCNC(=O)Cn2ccc3ccccc3c2=O)c1	-3	100	0.2	0	1	-1	-1	1	0	101	103
Cc1ccc(SCc2nc3ccccc3[nH]2)cc1	0	103	0.9	0	15	-1	-1	0	-1	100	99
O=C(COC(=O)c1ccc(S(=O)(=O)NCc2ccco2)cc1)NCC1CCCCC1	-1	88	0.2	-4	2	0	-7	-4	-2	94	95
Cn1c(=O)oc2cc(S(=O)(=O)N3CCc4ccccc4C3)ccc21	-8	103	0.3	-6	1	-4	-7	-7	-2	106	105
O=c1c2c(nc(NCCO)n1CC1CCCCC1)-c1ccccc1CC21CCCC1	-1	101	0.4	-7	0	-1	-5	-3	1	101	100
COc1cc(C(NC(C)=O)NC(C)=O)ccc1OCc1ccccc1	-2	98	0.5	-3	1	0	-3	-2	-4	100	99
O=C(CSc1ccc(Cl)cc1)Nn1cnnc1	-2	95	1.1	-12	4	0	-10	-7	-1	103	99
O=C(OC1CCN(c2ncc(C(F)(F)F)cc2Cl)CC1)c1ccccc1	0	100	0.4	0	1	2	0	1	0	93	99
CC12CCC(C(=O)N(CSC(=S)N/N=C\c3ccccc3O)C1=O)C2(C)C (stereo not drawn)	-2	101	-0.9	-1	-3	-1	1	2	0	101	101
Cc1ccccc1NC(=O)NCCCN1CCN(C2CCCCC2)CC1	-6	122	0.2	-2	1	-6	-6	-7	-7	108	99
N#CC1=C(N)N=C(SCc2cccc3ccccc23)C(C(N)=O)C12CCCCC2 (stereo not drawn)	-6	99	1.4	-8	3	0	-8	-5	-1	102	103
Cc1nn(S(=O)(=O)N2CCCCC2)c(C)c1Br	0	100	0.2	-6	1	-2	-15	-10	-5	100	103
Cc1cc(C)n2nc(SCn3nnc4ccccc4c3=O)nc2n1	2	95	0.3	0	1	0	0	1	3	99	83
COc1ccc(CSc2nnc(NC(C)=O)s2)cc1[N+](=O)[O-]	0	106	0.7	-3	3	0	-5	-3	1	107	105
COc1cc(OC)cc(-c2nc3ccccc3c(=O)n2OC(=O)c2ccc(Br)cc2)c1	-4	81	-2.0	-2	-25	-3	-13	-8	-3	96	95
Cc1ccc(CN(c2ccc(C(=O)NCC3CCCO3)cc2)S(C)(=O)=O)cc1 (stereo not drawn)	-2	103	0.5	-4	2	-3	-6	-5	-1	104	103
CC(C)(C)c1ccc(OCC(O)CS(=O)(=O)c2ccccn2)cc1 (stereo not drawn)	-6	99	0.7	-9	4	0	-12	-4	1	100	98
CCOC(=O)Nc1sc(C)nc1-c1ccccc1	-3	64	-0.4	0	2	3	0	-2	1	65	55
CC(=O)c1ccc(-n2nncc2C(C)(C)C)cc1	0	101	-0.1	0	0	1	5	3	0	99	103
O=C(/C=C/c1ccco1)NCC1CCCO1 (stereo not drawn)	-3	98	-0.4	-10	-2	1	-4	-3	0	95	99
C/C(=N\Nc1nc2c(s1)CCCC2)c1ccc(Cl)cc1	-2	102	0.0	-10	0	-1	6	-3	-5	109	105
COc1cccc(CN(C)CC(=O)Nc2c(C)cccc2C(C)C)c1	0	99	1.0	-2	4	-1	-4	-2	2	103	99
Cc1occc1C(=O)N/N=C/c1ccccn1	3	107	0.3	-4	2	0	-5	-3	1	99	100
CC(=O)c1cc(F)c(N2CCN(C(=O)Cc3ccccc3)CC2)cc1C	-3	96	1.2	-2	6	-3	-2	-3	-6	98	96
C=CCc1cccc2cc(C(=O)Nc3ccc(NC(C)=O)cc3)c(=O)oc12	-2	99	0.6	-4	1	-2	-4	-1	-1	98	102
C#CCOCCOCCOCCNc1nc(N2CCN(C(=O)[C@H](CCC(=O)O)n3cc(C(N)CO)nn3)CC2)nc(N2CCN(C(=O)[C@H](Cc3cc4ccccc4[nH]3)n3cc(C(N)[C@H](C)CC)nn3)CC2)n1 (stereo partly drawn)	0	98	0.0	6	0	-2	2	2	-7	101	99
CCOC(=O)C/C(N)=N/NC(=O)c1ccc(Cl)cc1Cl	-3	100	-0.3	-1	-2	0	-6	0	0	100	102
CC(C)(C)c1ccc(OCCNC(=S)NC(=O)c2cccnc2)cc1	-4	99	0.6	-3	10	-2	0	0	-2	98	97

Continued; the last two above are carried over.
SMILES	Bcl-XL Bim block	RGS8-Gao reg	ABCB1 block	Bcl-B Bim block	ABCG2 inh	Bcl-W Bim block	Bfl-1 Bim block	Bcl-2 Bim block	Mcl-1 Bim block	RGS7-Gao	RGS4-Gao reg
CCOC(=O)C/C(N)=N/NC(=O)c1ccc(Cl)cc1Cl	-3	100	-0.3	-1	-2	0	-6	0	0	100	102
CC(C)(C)c1ccc(OCCNC(=S)NC(=O)c2cccnc2)cc1	-4	99	0.6	-3	10	-2	0	0	-2	98	97
COc1ccc(CN2CCN(C(=O)CC(C)C)CC2)c(OC)c1OC	-2	99	0.2	-1	5	-2	-2	0	-1	94	93
CCOC(=O)CN(C(=O)CN1CCOCC1)c1ccc(Br)cc1	1	103	0.7	1	2	1	1	-1	1	99	103
CC1=C(C(=O)OC(C)C)C(c2cccnc2)C2=C(CC(C)(C)CC2=O)N1 (stereo not drawn)	-2	96	0.3	-5	0	-3	-2	2	-3	94	93
Cc1ccc2cc(C(c3nnnn3C3CCCC3)N3CCOCC3)c(=O)[nH]c2c1C (stereo not drawn)	0	99	0.5	-2	1	0	-4	-3	-3	99	100
CN(C)S(=O)(=O)c1ccc(NC(=O)Cc2ccc(S(=O)(=O)N3CCOCC3)s2)cc1	0	100	0.0	-1	0	0	4	0	0	93	97
Cc1cccc(CC2SC(N3CCN(c4ccccc4)CC3)=NC2=O)c1 (stereo not drawn)	-6	101	0.4	-10	2	-3	-16	-1	-1	100	101
Cc1nnc(N2CCOCC2)c2nn(-c3ccccc3)c(C)c12	-6	147*[activator]	0.7	-6	4	-2	-1	-2	-3	146	149

Screening results: PubChem, NMMLSC

Outcome played no part in choosing rows; 0.94% or so of the library scored in one or more.
